# Screening results from PubChem BioAssay.
# TLR9-MyD88 inh: inhibitors of human TLR9-MyD88 binding; AID 504734; CHO BLA complementation TLR9-MyD88, CCF4 FRET ratio; Q9NR96+Q99836; hit rate 0.21% among 340,000; inhibition, % at 4.98 µM;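 active = inhibition above the mean over all tested compounds plus 3 SD, cut at about 21% in these data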;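 note: 0% = DMSO only wells and 100% = clavulanate BLA inhibitor control wells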
# m5-HT2A agonist: mouse HTR2A agonism via beta-arrestin recruitment. hit rate 0.66% among 360,000. AID 624169. P35363. activation, % at 7.6 µM. CHO-K1 mHTR2A beta-arrestin complementation, luminescence; percent of 30 µM serotonin response;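 active = activation above a run cutoff, the mean activation of all tested compounds plus 3 SD, cut at about 14% in these data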;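 note: 0% = plate median of compound wells and 100% = 30 µM serotonin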
# NOD2 RIPK2 PPI: inhibitors of human NOD2-RIPK2 interaction | AID 624267 | CHO BLA complementation NOD2-RIPK2, CCF4 ratio | inhibition, % at 4.98 µM | hit rate 0.38% among 360,000; in the data active = inhibition above about 21%;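 note: 0% = vehicle only and 100% = reference blocker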
# MC4R antagonist: antagonists of human melanocortin 4 receptor (MC4R); MC4R-expressing cells, MTII-stimulated cAMP, LANCE TR-FRET; inhibition, % at 6.5 µM; hit rate 0.48% among 360,000;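 active = inhibition above its plate's cutoff, the mean of tested wells on that plate plus 3 SD, cut at about 29% in these data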;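 note: 0% = Melanotan II alone and 100% = Melanotan II plus saturating MCL0020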
#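 Material: human MC4R-expressing U2OS cells. Probe or stimulus: Melanotan II challenge. Dosing: 6.5 µM single dose. Times: 30-min compound, 1-h challenge, 1-h detection, room temperature. Technique: TR-FRET with Eu-cAMP and labeled anti-cAMP, 671 nm. Replication: singlicate.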
# ABHD5-PLIN5 inh: ABHD5-PLIN5 protein interaction inhibition; hit rate 0.78% among 360,000; inhibition, % at 4 µM; Split G. princeps luciferase complementation, luminescence, 4 h; Q00G26+Q8WTS1;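 active = inhibition above the mean inhibition across every tested compound plus 3 SD, cut at about 22% in these data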;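 note: 0% = DMSO only wells and the 100% control is not disclosed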
# Target sequence (Q00G26 whole entry, looked up): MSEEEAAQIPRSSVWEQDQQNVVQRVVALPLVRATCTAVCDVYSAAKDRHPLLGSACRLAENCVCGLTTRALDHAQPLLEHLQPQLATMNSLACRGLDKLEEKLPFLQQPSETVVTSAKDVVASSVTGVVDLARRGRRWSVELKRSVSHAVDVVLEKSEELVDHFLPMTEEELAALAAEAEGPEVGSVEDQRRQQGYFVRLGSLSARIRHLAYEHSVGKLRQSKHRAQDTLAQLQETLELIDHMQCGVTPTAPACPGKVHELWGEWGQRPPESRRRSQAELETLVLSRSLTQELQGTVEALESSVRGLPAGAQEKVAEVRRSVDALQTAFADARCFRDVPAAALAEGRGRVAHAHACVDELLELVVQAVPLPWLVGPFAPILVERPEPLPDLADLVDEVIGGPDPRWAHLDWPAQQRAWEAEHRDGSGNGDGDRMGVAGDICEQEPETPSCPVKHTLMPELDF
# Target sequence (Q8WTS1 whole entry, looked up): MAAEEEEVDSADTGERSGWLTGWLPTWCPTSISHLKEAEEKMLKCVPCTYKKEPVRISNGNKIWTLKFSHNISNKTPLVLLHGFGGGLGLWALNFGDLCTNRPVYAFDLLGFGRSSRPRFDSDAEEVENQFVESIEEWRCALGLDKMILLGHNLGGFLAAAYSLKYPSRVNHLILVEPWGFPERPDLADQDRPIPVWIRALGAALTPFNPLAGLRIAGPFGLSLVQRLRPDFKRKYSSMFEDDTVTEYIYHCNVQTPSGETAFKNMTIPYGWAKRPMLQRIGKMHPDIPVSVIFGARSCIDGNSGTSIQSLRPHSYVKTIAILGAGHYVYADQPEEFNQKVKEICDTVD
# ABCB6 inh 2: inhibitors of human ABC transporter ABCB6; AID 602162; hit rate 0.19% among 360,000; Q9NP58; fluorescence ratio to DMSO, % at 10 µM; K562-ABCB6 porphyrin accumulation, flow cytometry, 1 h; active compounds read low;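 active = fluorescence ratio to DMSO below 75%, the collection mean minus 3 SD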;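 note: signal is porphyrin accumulated inside mitochondria; 100% equals median channel fluorescence of DMSO control wells; lower ratio means ABCB6 inhibition with less porphyrin fluorescence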
# NCOA2 inhibitor: inhibits human steroid receptor coactivator 2; hit rate 0.17% among 370,000; inhibition, % at 9 µM; AID 651957; Q15596; HEK293 GAL4-SRC2 luciferase reporter, luminescence;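 active = inhibition above the mean inhibition of all tested compounds plus 3 SD, set per campaign, cut at about 52% in these data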;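 note: 0% = DMSO treated cells and 100% = cells given Gossypol at 36 µM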
# H9c2 protect: myocardial damage modulation in H9c2 cells. AID 588492. protection from H2O2 cell death, % at 20 µM. hit rate 0.63% among 360,000. H9c2 cardiomyocytes, H2O2 injury protection, ATPLite, 2 h;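 active = compounds giving at least 50% protection of heart cells from peroxide-induced death in the single-dose screen, raw or plate-pattern-corrected value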;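 note: 0% = DMSO wells with peroxide and 100% = DMSO wells without peroxide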
# Glyco luc inh: blocks N-linked glycosylation in D54 reporter cells. D54 ERlucT glycosylation luciferase reporter, 24 h; percent of 100 nM tunicamycin response. reporter increase, % at 12.5 µM. hit rate 0.23% among 360,000. AID 588692;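 active = mean luciferase reporter signal, scaled so untreated is 0 and the glycosylation-blocking control 100, at or above a set limit in every replicate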;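 note: luciferase carries N-glycosylation sites so blocking glycosylation raises the light; 0% = median of neutral control wells and 100% = median of 100 nM tunicamycin wells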
# MC4R barr agon: human MC4R agonism via beta-arrestin. AID 540308. activation, % at 8.9 µM. hit rate 0.98% among 360,000. U2OS MC4R beta-arrestin complementation, luminescence; percent of melanotan II response, DMSO zero;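 active = activation above a per-plate cutoff, the mean activation of sample wells on that plate plus 3 SD, cut at about 8% in these data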
# * = called active by the depositor; · = no result given. Not all compounds are listed (hit frequency here may not be typical).
SMILES,TLR9-MyD88 inh,m5-HT2A agonist,NOD2 RIPK2 PPI,MC4R antagonist,ABHD5-PLIN5 inh,ABCB6 inh 2,NCOA2 inhibitor,H9c2 protect,Glyco luc inh,MC4R barr agon
CCn1nc(C(=O)OCC(=O)c2cc(C)n(Cc3cccs3)c2C)c2ccccc2c1=O,-5,-3,0,5,-4,98,-44,-12,-1,-0.8
COP(=O)(OC)C(=NNS(=O)(=O)c1ccc(C)cc1)c1ccccc1,-6,8,-26,-7,3,99,-15,0,0,1.1
COC(=O)CCC(=O)N1CN2CN(C(=O)CCC(=O)OC)CC([N+](=O)[O-])(C2)C1,2,4,4,10,-1,100,12,-4,2,1.4
CC1CCc2c(sc(N)c2C(N)=O)C1 (stereo not given),5,-3,12,4,-9,101,4,-1,1,-1.6
CC(=O)N(/C=C1\SC(=S)N(c2ccccc2)C1=O)c1ccccc1,-3,-5,1,0,-2,96,-34,4,4,0.2
COc1ccc(CCNC(=O)c2cc(Cl)nc3ccccc23)cc1,-1,-7,2,2,-2,96,-3,6,-1,-1.6
CC1CCN(c2ccccc2NC(=S)NC(=O)c2cccs2)CC1,4,4,-10,4,-11,106,-2,-3,-1,1.7
COC(=O)Nc1nnc(-c2ccccc2OC)s1,3,5,2,2,5,98,-12,-8,-3,-1.7
Cc1cc(C)c(NC(=O)C(C)N2CCCCCC2)c(C)c1 (stereo not given),2,2,0,0,2,95,12,-1,0,0.3
O=C(C[C@H]1C/C=C/CC[C@H](Cc2ccc(F)cc2)C(=O)O[C@H](c2ccccc2)CNC1=O)NCCO,-9,1,-1,7,7,97,-5,-3,3,0.0
CCN(CC(=O)NCc1ccc(F)cc1)C(=O)c1oc2ccccc2c1C,2,-7,-5,-1,3,97,15,11,-1,-1.2
CCC(=O)Nc1nnc(SCc2ccccc2F)s1,-9,3,-3,1,-4,97,-10,0,0,-1.3
COc1ccc(-c2nnc(SCC(=O)NCc3cccs3)n2CC(C)C)cc1,-6,-5,-11,5,6,93,1,3,0,-1.0
CC(C)C[C@@H]1Cc2[nH][nH]c(=O)c2[C@H](c2ccc(Cl)cc2)O1,·,6,2,·,9,92,-4,·,·,·
Cc1ccc(CNC(=O)CCS(=O)(=O)c2ccc3nc(C)sc3c2)cc1,-12,-6,7,5,-8,95,-3,-9,1,0.5
CN(C)c1nc(NN)nc(Nc2ccc(F)cc2)n1,8,-11,-20,7,0,95,-2,-3,2,2.5
COC(=O)COc1cccc(NC(=O)c2ccc(Cl)cc2)c1,1,0,10,3,7,100,4,-11,1,-0.8
Cc1ccccc1OCc1nnc(SCC(=O)Nc2ccc3nc(SCC(=O)Nc4ccccc4)sc3c2)n1C,-7,0,-5,-1,0,94,-9,22,-5,18*
COc1ccc([C@@H]2[C@@H]3C(=O)N(C(C)(C)C)C(=O)[C@@H]3[C@]3(C)C(=O)N(c4ccccc4)C(=O)N23)cc1,-2,2,-8,6,2,103,24,4,1,1.1
COc1ccc2[nH]c(=O)c(CN(C(=O)NC3CCCCC3)C3CCCCC3)cc2c1,-4,2,-7,1,-2,90,1,-6,-9,0.4
Cc1nc2ccccc2nc1-c1ccc([N+](=O)[O-])cc1,-2,-1,-7,0,7,95,-12,2,-3,-0.9
CCCC/C=C/c1cccc2nncn12,·,5,3,-3,0,108,-11,17,2,0.8
CC12CCC(C/C1=N/OC(=O)c1cccc([N+](=O)[O-])c1)C2(C)C (stereo not given),-5,-2,-8,13,2,103,11,-4,1,0.3
NC(=O)C1CCN(Cc2nc3cc(Cl)ccc3c(=O)[nH]2)CC1,4,-7,-4,-4,-7,106,-2,5,0,-0.4
O=C(COc1ccc(Br)cc1)NCCNC(=O)c1ccccn1,-8,-4,-13,1,-11,100,-9,-4,·,-2.6
S=C(NCC1CCCO1)Nc1cccc2ccccc12 (stereo not given),8,3,-3,0,-1,99,-15,-4,0,1.6
CCCOc1ccc(-c2nc(SCc3ccccc3)[nH]c(=O)c2C#N)cc1OC,3,-1,1,4,0,94,0,-8,1,0.0
CCc1cc(-c2nnn(CCC3COCCO3)c2CC)cc(CC)c1-c1cn(CCc2c[nH]c3ccccc23)nn1 (stereo not given),6,-4,0,1,0,101,-8,-9,-2,-1.7
COc1ccc(CCN(C)C(=O)COc2cccc(-n3cnnn3)c2)cc1OC,0,-3,-7,0,-1,88,-23,7,1,-1.4
COc1ccc(CN2CCC(CNS(=O)(=O)c3cccc(C(F)(F)F)c3)CC2)cc1,-1,-7,-10,6,-3,101,-14,-3,-4,-0.4
O=C(C1CCN(S(=O)(=O)c2ccc(Cl)cc2)CC1)N1CCCCCCC1,0,1,-6,6,4,100,1,-3,-2,-3.3
COc1cc2c(cc1OC)C(c1ccc(Br)cc1)N(C(=O)c1ccccc1C(=O)O)CC2 (stereo not given),-12,0,5,14,0,103,8,4,0,3.6
Cc1ccccc1NC(=O)CSc1ccc(-c2cccnc2)nn1,7,8,6,5,-3,103,6,4,1,-1.2
CC(C)[C@@H]1Cc2[nH][nH]c(=O)c2[C@H](c2ccc(F)cc2)O1,·,-5,-6,·,12,140,1,·,·,·
O=C(N[C@H]1C/C=C\C[C@@H](CC(=O)N(CCO)Cc2ccccc2)C(=O)N2CCC[C@H]2COC1=O)OCC1c2ccccc2-c2ccccc21,3,4,-18,5,-7,98,-7,-15,0,2.8
CCC(C)C(NC(=O)c1ccccc1NC(=O)c1ccc(OC)cc1)C(=O)NCc1ccco1 (stereo not given),-11,1,-12,4,-4,97,-15,8,-1,1.8
CCNC(=S)Nc1ccc(Cc2ccncc2)cc1,1,-5,-4,4,5,97,-14,-8,1,-2.2
COc1ccc(/C=C/C(=O)Nc2cc(=O)n(C)c(=O)n2C)cc1,-4,1,0,8,9,101,-13,15,0,2.2
CC(C)c1ccc(N2C(=O)/C(=C/N(C)C)SC2=S)cc1,-2,-4,-8,10,-5,132,-52,-8,-6,0.5
O=C(Nc1ccc(Cl)cc1)N[C@@H]1c2c(ccc3ccccc23)OC[C@@H]1CO,-17,0,2,24,-1,99,10,-15,-8,1.2
CCC(C)(C)NC(=O)CN(Cc1ccccc1)C(=O)CCC(=O)Nc1nccs1,-2,8,1,1,-4,94,-17,1,-1,-1.8
O=C1Nc2ccc(C(=O)O)c(O)c2C1=O,-7,0,-5,6,1,101,-5,3,0,-0.6
N=C(N)SCCN,-1,5,-3,-2,-10,99,12,14,3,-0.3
NS(=O)(=O)c1ccc(NC(=O)CSc2nnc(Cc3cccs3)n2-c2ccccc2)cc1,-8,-3,-8,2,-4,80,11,-4,-2,-1.0
O=C(c1cnn(C(=O)COc2ccc(Cl)cc2)c1)c1ccccc1O,4,-3,-1,-7,-3,96,-5,8,-2,-0.7
CC(NC(=O)c1cccc(OC2CCN(C(=O)C3CC3)CC2)c1)c1ccc(F)cc1 (stereo not given),-16,-3,-18,14,-3,96,-9,2,-2,-1.0
O=C(c1ccco1)N1CCn2cccc2C1c1ccccc1 (stereo not given),-1,2,0,13,2,96,-4,0,-1,1.2
O=C1NC(=O)/C(=C/c2ccc(O)cc2)S1,3,-1,-3,15,4,96,-23,-8,-5,0.6
CC[C@@]1(C(=O)OC)N[C@H](CN(C)C(=O)c2ccc(F)cc2)[C@@H]2C(=O)N(C)C(=O)[C@@H]21,7,14,19,6,2,93,-11,7,1,-4.1
Cc1ccc(/C=C2\C(=O)Nc3ccccc32)o1,-5,6,-6,-4,24*,103,-8,-6,2,-0.2
CCCc1[nH]n(-c2ccc([N+](=O)[O-])cc2)c(=O)c1C=NCCc1c[nH]c2ccccc12,-3,-1,0,11,5,99,-7,-18,-3,-0.3
CCN(C(=O)c1cccc(S(=O)(=O)N2CCCCC2)c1)C1CCS(=O)(=O)C1 (stereo not given),4,2,2,8,-2,92,-20,-2,2,-1.9
O=C(COC(=O)c1cc([N+](=O)[O-])ccc1N1CCOCC1)NCCc1ccccc1,6,-3,3,7,0,100,-23,4,0,-2.6
CN=C(NC1CCCCC1)c1ccc([N+](=O)[O-])cc1,-23,-5,-1,9,-9,100,6,0,9,0.1
O=C(NCCc1ccccc1)c1ccc(NC(=O)C2CCCCC2)cc1,8,0,-3,1,3,94,-41,17,-1,-0.5

# Entries shown so far with an aryl methoxy group, in the order listed:
SMILES,TLR9-MyD88 inh,m5-HT2A agonist,NOD2 RIPK2 PPI,MC4R antagonist,ABHD5-PLIN5 inh,ABCB6 inh 2,NCOA2 inhibitor,H9c2 protect,Glyco luc inh,MC4R barr agon
COc1ccc(CCNC(=O)c2cc(Cl)nc3ccccc23)cc1,-1,-7,2,2,-2,96,-3,6,-1,-1.6
COC(=O)Nc1nnc(-c2ccccc2OC)s1,3,5,2,2,5,98,-12,-8,-3,-1.7
COc1ccc(-c2nnc(SCC(=O)NCc3cccs3)n2CC(C)C)cc1,-6,-5,-11,5,6,93,1,3,0,-1.0
COc1ccc([C@@H]2[C@@H]3C(=O)N(C(C)(C)C)C(=O)[C@@H]3[C@]3(C)C(=O)N(c4ccccc4)C(=O)N23)cc1,-2,2,-8,6,2,103,24,4,1,1.1
COc1ccc2[nH]c(=O)c(CN(C(=O)NC3CCCCC3)C3CCCCC3)cc2c1,-4,2,-7,1,-2,90,1,-6,-9,0.4
CCCOc1ccc(-c2nc(SCc3ccccc3)[nH]c(=O)c2C#N)cc1OC,3,-1,1,4,0,94,0,-8,1,0.0
COc1ccc(CCN(C)C(=O)COc2cccc(-n3cnnn3)c2)cc1OC,0,-3,-7,0,-1,88,-23,7,1,-1.4
COc1ccc(CN2CCC(CNS(=O)(=O)c3cccc(C(F)(F)F)c3)CC2)cc1,-1,-7,-10,6,-3,101,-14,-3,-4,-0.4
COc1cc2c(cc1OC)C(c1ccc(Br)cc1)N(C(=O)c1ccccc1C(=O)O)CC2 (stereo not given),-12,0,5,14,0,103,8,4,0,3.6
CCC(C)C(NC(=O)c1ccccc1NC(=O)c1ccc(OC)cc1)C(=O)NCc1ccco1 (stereo not given),-11,1,-12,4,-4,97,-15,8,-1,1.8
COc1ccc(/C=C/C(=O)Nc2cc(=O)n(C)c(=O)n2C)cc1,-4,1,0,8,9,101,-13,15,0,2.2
